Source: PubChem BioAssay
GLP-1R inv ag: qHTS of GLP-1 Receptor Inverse Agonists (Inhibition Mode) | Glucagon-like peptide 1 receptor (Homo sapiens), P43220 | HEK293 GLP-1R CRE-luciferase, luminescence, 24 h; GLP-1R form is constitutively active | Potency, µM (doses to about 38.3 µM), without a hit: at the highest dose activity change, negative = inhibition, actives largely listed as inhibitors | 1.6% of 410,000 active | AID 624417, 2012; note: % is set by controls: 0 for no effect and ±100 for the full control effect; nearly all actives have a fitted effect of over 55% in size
Target sequence (P43220 whole entry, looked up): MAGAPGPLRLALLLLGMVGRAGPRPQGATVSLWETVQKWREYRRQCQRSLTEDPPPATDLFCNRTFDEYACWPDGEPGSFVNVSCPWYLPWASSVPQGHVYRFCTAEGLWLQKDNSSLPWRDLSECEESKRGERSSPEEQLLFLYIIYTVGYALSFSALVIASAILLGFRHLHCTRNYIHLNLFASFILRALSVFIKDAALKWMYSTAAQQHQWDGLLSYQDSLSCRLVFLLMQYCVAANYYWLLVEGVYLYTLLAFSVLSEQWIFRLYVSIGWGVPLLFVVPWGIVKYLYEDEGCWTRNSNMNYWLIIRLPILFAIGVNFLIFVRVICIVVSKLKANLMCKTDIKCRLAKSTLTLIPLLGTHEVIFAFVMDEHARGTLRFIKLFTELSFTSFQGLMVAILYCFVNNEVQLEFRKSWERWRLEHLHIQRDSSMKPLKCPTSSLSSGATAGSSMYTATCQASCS
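Readout was luciferase luminescence, measured 12 min after detection reagent at room temperature. Beforehand, GLP-1R reporter HEK293 cells had sat 12 h, then received compounds for 24 hr at 37 deg C.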
PTHR1 ag: qHTS for PTHR1 Agonists: Primary Screen; HEK293 GP2 PTHR1 cells, GloSensor cAMP luminescence, 1 h; Parathyroid hormone/parathyroid hormone-related peptide receptor (Homo sapiens), Q03431; Potency, µM (top dose mostly 115 µM), for inactives: at the top dose activation, actives largely listed as activators; 0.075% of 410,000 active; note: nearly all actives have a fitted effect of over 55% in size; some results filed as inactive show a strong effect at the top dose; inactives centre near -15; many of its hits are not listed in these tables
Target sequence (Q03431 whole entry, looked up): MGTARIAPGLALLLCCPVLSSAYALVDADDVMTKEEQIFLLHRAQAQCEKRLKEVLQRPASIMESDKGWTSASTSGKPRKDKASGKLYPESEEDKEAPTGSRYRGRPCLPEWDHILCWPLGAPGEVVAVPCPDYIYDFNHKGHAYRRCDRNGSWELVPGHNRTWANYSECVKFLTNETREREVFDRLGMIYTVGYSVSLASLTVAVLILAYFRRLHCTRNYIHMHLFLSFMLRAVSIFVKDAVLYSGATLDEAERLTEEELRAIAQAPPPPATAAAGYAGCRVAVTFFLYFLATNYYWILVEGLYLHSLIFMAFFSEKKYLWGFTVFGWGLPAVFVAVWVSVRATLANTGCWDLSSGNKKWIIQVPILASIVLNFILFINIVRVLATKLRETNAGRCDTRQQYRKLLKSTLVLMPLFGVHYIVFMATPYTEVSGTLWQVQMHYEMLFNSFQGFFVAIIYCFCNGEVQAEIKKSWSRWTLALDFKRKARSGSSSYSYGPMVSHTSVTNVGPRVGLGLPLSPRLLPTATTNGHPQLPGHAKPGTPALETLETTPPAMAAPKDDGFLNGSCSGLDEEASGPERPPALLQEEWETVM
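HEK-293-derived GP2 cells expressing PTHR1 and a GloSensor cAMP reporter, 3,000/well, plated overnight, given luciferin plus IBMX (each 0.5 mM as added) for 1 h at 37 °C, then compound for 1 h at 37 °C. Luminescence was read after 15 min at room temperature.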
GLP1R cytotox: qHTS of GLP-1 Receptor Inverse Agonists: Cytotox Screen | 0.13% of 410,000 active | Potency, µM (highest dose often 38.3 µM), for the others: at the highest dose activity change, negative = inhibition, actives largely listed as inhibitors | AID 624418, 2012 | HEK293 cAMP-luciferase reporter cells, luminescence, 24 h;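 note: loss of luciferase light is scored as toxicity; % is set by controls: 0 for no effect and ±100 for the full control effect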
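Compound-treated cells are incubated 24 hr at 37 deg C under 5% CO2 after a 12 hour attachment period, then luciferase detection reagent is added and luminescence is measured following 12 min at room temperature; lowered signal indicates toxicity.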
* = called active by the depositor; i = inactive; ? = inconclusive; [ ] = another dose, or the depositor's remark. Calls come from the whole dose curve; as a rule, active = well fitted curve in the direction sought with a large enough effect; inconclusive = small, poorly fitted or top-dose-only effect, or another doubt; inactive = no such curve, though single readings can be large; an effect the other way counts as inactive or inconclusive. Potency is the fitted concentration of half-maximal effect.

Molecule | PTHR1 ag | GLP-1R inv ag | GLP1R cytotox
CCOc1cc(CNC(=O)c2cc(-c3ccc(Cl)s3)nc3ccccc23)ccc1OC | 21% | 12% | 2%
CCC(=O)N1c2ccccc2CC1C(=O)NCCN1CCN(c2cccc(C(F)(F)F)c2)CC1 (centres undefined) | -20% | ? | 0%
Cc1ccc(C(=O)COC(=O)c2cccc(NC(=O)c3ccc(Br)cc3)c2)cc1 | -39% | 19% | -1%
C=CCc1ccccc1OCC(O)CN1CCN(c2ccccc2)CC1 (centres undefined) | i | ? | -9%
Cn1c(SCC(=O)Nc2nc3ccccc3s2)ncc(C(=O)Nc2ccc(F)cc2)c1=O | -21% | 8% | 3%
Cc1ccc(Cl)cc1N1CCN(C(=O)COCc2cc(-c3ccc4c(c3)OCO4)on2)CC1 | -71%[inhibitor] | -19% | 2%
COc1ccc(C(=O)n2nc(-c3ccc(Cl)cc3)nc2NCc2ccco2)cc1 | -17% | 5% | -12%
CC(C)c1cnc2c(c1SCc1ccc([N+](=O)[O-])cc1)c(=O)n(C)c(=O)n2C | -34%[inhibitor] | 15% | 1%
CS(=O)(=O)NCC(c1ccco1)N1CCN(c2ccccc2)CC1 (centres undefined) | ? | 13% | -1%
CCOc1ccc(NC(=O)c2c(NC(=O)Cc3ccccc3)sc3c2CCC(C)C3)cc1 (centres undefined) | ? | 19% | 6%
Cc1cccc(S(=O)(=O)c2cn(Cc3ccccc3)c3cc(N4CCOCC4)c(F)cc3c2=O)c1 | -25% | 3% | -2%
COc1ccc(-c2ccc(-c3noc(-c4cc(OC)cc(OC)c4)n3)c(OC)n2)cc1 | -1% | 12% | -2%
CCOC(=O)c1c(C)[nH]c(CCC(=O)Nc2cc(C)cc(C)c2)c1C | -6% | -17% | -10%
CCOc1ccc(C(=O)c2cn(Cc3ccccc3)c3c(F)cc(F)cc3c2=O)cc1 | i | ? | -4%
CC(=O)N1CCc2cc(S(=O)(=O)NC(C(=O)Nc3ccc(C)cc3C)C(C)C)ccc21 (centres undefined) | -43% | -7% | 10%
COc1ccc(N2CC(NC(=O)c3cc4ccccc4o3)CC2=O)cc1 (centres undefined) | -25% | 0% | -7%
Cc1ccc(NC(=O)Cn2cc(C(=O)C3CC3)c3ccccc32)cc1C | -18% | 1% | 1%
Cc1ccccc1NS(=O)(=O)c1ccc2[nH]cc(C(=O)NC3CCCCC3)c(=O)c2c1 | -3% | 10µM* | -23%
Cc1c(C(=O)Nc2cccc(F)c2)oc2c1-c1nn(Cc3c(F)cccc3Cl)cc1CC2 | i | ? | -22%
O=C(Nc1cccc(-c2nc3ccccc3o2)c1)C(F)(F)F | -30%[inhibitor] | 5% | -7%

The listing continues.
Molecule | PTHR1 ag | GLP-1R inv ag | GLP1R cytotox
CC(C)(C)OC(=O)N1CCC(c2c(C(=O)NCCCN3CCc4ccccc4C3)cnn2-c2ccccc2)CC1 | i | -11% | 17%
CC1CCN(S(=O)(=O)c2ccc(N3CCCCS3(=O)=O)cc2)CC1 | -60%[inhibitor] | -5% | 6%
Cc1ccccc1NC(=O)CCn1nc(-c2ccccc2)c2ccccc2c1=O | -16% | -1% | 5%
COc1ccc(CC(=O)NCc2ccc3c(c2)CCN3C(=O)c2ccc(Cl)cc2)cc1OC | -95%[inhibitor] | -7% | -26%
Cc1ccc(Nc2cc(C(=O)NCCc3ccccc3)c3ccccc3n2)c(C)c1 | -4% | -37% | 23%
Cc1ccc2c(CC(=O)Nc3ccc(S(=O)(=O)N4CCCC(C)C4)cc3)coc2c1 (centres undefined) | -9% | 10µM* | -19%
COc1ccc(NC(=O)c2ccco2)cc1NC(=O)c1ccc(C)c(C)c1 | i | 11% | -1%
N#Cc1ccc(CSc2nc3c(c(=O)[nH]2)CCCC3)cc1 | -51%[inhibitor] | 2% | 1%
COc1ccccc1NC(=O)c1ncn(-c2ccccc2)n1 | 23% | 13% | 4%
COc1cccc2c(C)cc3nnc(SCC(=O)Nc4ccc(C)cc4)n3c12 | i | 1% | -2%
Cc1nc2ccn(Cc3ccco3)c(=O)c2cc1C(=O)N1CCN(c2ccccc2)CC1 | i | 6% | -2%
COc1ccccc1CNC(=O)CCC1N=C2c3ccccc3N=C(SCc3ccccc3Cl)N2C1=O (centres undefined) | 2% | -30% | -18%
CC(=O)Nc1ccc(NC(=O)Cn2c(=O)ccc3cc(S(=O)(=O)N4CCC(C)CC4)ccc32)cc1 | ? | 10% | -6%
COc1cc(Cl)c(NC(=O)CCS(=O)(=O)c2cc3c(cc2Cl)NC(=O)CO3)c(OC)c1 | -30% | 10% | 8%
Cc1ccc(CNC(=O)NC2COc3ccccc3C2)cc1 (centres undefined) | i | -7% | 1%
COC(=O)c1ccn(-c2nc(-c3ccc(Cl)cc3)cc(C(F)(F)F)n2)n1 | -18% | -11% | -4%
CCOC(=O)CNS(=O)(=O)c1cc(-c2nnc(Nc3cccc(O)c3)c3ccccc23)ccc1C | -7% | -16% | 5%
Cc1cc(F)ccc1NC(=O)C1CCCN(C(=O)c2cnn(-c3ccccc3)c2-n2cccc2)C1 (centres undefined) | -47%[inhibitor] | ? | -10%
Cc1cc(C)c2c(-n3cccc3)c(C(=O)NCCCN3CCCCC3)sc2n1 | 14% | -22% | -11%
O=C(NCCc1csc(-c2ccc(F)cc2)n1)c1ccco1 | i | 3% | 2%

Entries of single compounds, looked up by structure. Screens in order: PTHR1 ag | GLP-1R inv ag | GLP1R cytotox
COc1cccc2c(C)cc3nnc(SCC(=O)Nc4ccc(C)cc4)n3c12 reads i | 1% | -2%
CC(=O)Nc1ccc(NC(=O)Cn2c(=O)ccc3cc(S(=O)(=O)N4CCC(C)CC4)ccc32)cc1 reads ? | 10% | -6%
CC1CCN(S(=O)(=O)c2ccc(N3CCCCS3(=O)=O)cc2)CC1 reads -60%[inhibitor] | -5% | 6%
Cc1ccc2c(CC(=O)Nc3ccc(S(=O)(=O)N4CCCC(C)C4)cc3)coc2c1 (centres undefined) reads -9% | 10µM* | -19%
Cc1ccc(CNC(=O)NC2COc3ccccc3C2)cc1 (centres undefined) reads i | -7% | 1%

Just PTHR1 ag, for some of the entries so far:
structure,PTHR1 ag
Cc1ccc2c(CC(=O)Nc3ccc(S(=O)(=O)N4CCCC(C)C4)cc3)coc2c1 (centres undefined),-9%
COc1ccc(NC(=O)c2ccco2)cc1NC(=O)c1ccc(C)c(C)c1,i

More compounds
Molecule | PTHR1 ag | GLP-1R inv ag | GLP1R cytotox
C=CCc1cccc2cc(-c3nc4ccc(C)cc4[nH]3)c(=O)oc12 | i | 8% | -1%
O=C(COc1ccccc1)Nc1ccc(C(=O)OCc2cc(=O)n3nc(C4CC4)sc3n2)cc1 | -13% | 7% | -3%
COc1ccccc1C(=O)Nc1sc(Nc2ccccc2)nc1C(N)=O | -12% | -15% | 42%[activator]
Cc1cccc(N2CCN(S(=O)(=O)c3c(C(=O)N4CCC(C)CC4)c(C)n(C)c3C)CC2)c1C | -10% | ? | -19%
CCCOc1cccc(C(=O)Nc2ccc(-c3nc4ccccc4s3)c(Cl)c2)c1 | -24% | -10% | 0%
COc1cccc(-c2csc(-c3c(N)c(C(=O)c4ccccc4)n4ccccc34)n2)c1 | -29% | -13% | 0%
CCOC(=O)c1c(C)[nH]c(CCC(=O)Nc2ccc(N(CC)CC)cc2C)c1C | -10% | ? | 14%
CCN(CC)S(=O)(=O)c1ccc2c(c1)N(CC(=O)NCCc1ccccc1)C(=O)CO2 | -1% | 6% | 5%
COc1ccc2c(c1)CC(C(=O)N1CCC(C(N)=O)CC1)CO2 (centres undefined) | i | 9% | 0%
Cc1ccc(S(=O)(=O)C(CNC(=O)Cc2ccc(Cl)cc2)c2cccs2)cc1 (centres undefined) | i | ? | 16%
Cc1ccc(C)c(N2CCN(Cc3nnc(-c4ccc5c(c4)OCO5)o3)CC2)c1 | -78%[inhibitor] | ? | 2%
Cc1cc(C)c2c(N)c(C(=O)Nc3ccccc3C(F)(F)F)sc2n1 | i | 34%[activator] | 37%[activator]
COc1ccc(Nc2oc(-c3ccc(COc4ccc(OC)cc4)o3)nc2C#N)cc1 | -45%[inhibitor] | 3% | -1%
O=C1OC(C(=O)Nc2cccc(Br)c2)Cc2ccccc21 (centres undefined) | -5% | 7% | 13%
CCCOc1ccc(C2C(=O)N(C3CCCCCC3)CC(=O)N2C(C)C)cc1OC (centres undefined) | i | 3% | -6%
Cc1ccc(C)c(N2CCN(C(=O)c3ccc(Nc4nc5ccccc5n5nnnc45)cc3)CC2)c1 | -18% | 8% | 0%
Cc1cc(C)cc(-n2c(SCC(N)=O)nc3c(oc4ccccc43)c2=O)c1 | i | ? | -21%
Cc1ccc(CC(=O)NCc2nc(-c3cccc(C)c3)no2)cc1 | -12% | -58% | 2%
CCOC(=O)c1cccc(Nc2nc(C(=O)OCC)nc3ccccc23)c1 | -10% | -15% | -27%
COc1ccc(Cl)cc1NC(=O)c1cnc(SC)nc1-c1ccccc1 | i | ? | 4%

(cont.)
Molecule | PTHR1 ag | GLP-1R inv ag | GLP1R cytotox
CCS(=O)(=O)CCSc1nc(-c2ccc(Br)cc2)cc(-c2ccccc2)c1C#N | i | 18% | 2%
O=C(Nc1cccc(Cl)c1Cl)c1cc(S(=O)(=O)N2CCC3(CC2)OCCO3)ccc1F | -16% | 10% | -12%
CCc1c(C)sc2c1CCN(Cc1ccccc1)C2c1ccccc1 (centres undefined) | -39%[inhibitor] | ? | 0%
CC(=O)Nc1ccc(OCc2cc(=O)n3ccccc3n2)cc1 | i | -3% | 4%
Cc1ccccc1NC(=O)CSc1cn(CC(=O)N2CCCC2)c2ccccc12 | -14% | -4% | 0%
Fc1cccc(Cl)c1CNc1n[nH]c(-c2ccco2)n1 | -36%[inhibitor] | 23% | 15%
Cc1ccc(-n2nc(C)c3c(C)c(CCC(=O)NCc4ccccc4Cl)c(C)nc32)cc1 | i | 2% | 1%
COc1ccc(-c2cc(C(=O)Oc3cccc(C)c3)c3cc(C)ccc3n2)cc1 | i | 8% | -14%
Cc1oc2c(c(C)cc3oc(=O)c(CC(=O)NCCc4ccccc4)c(C)c32)c1C | i | 10% | 21%
CC(C)c1ccc(NC(=O)c2ccc(F)c(S(=O)(=O)N3CCN(c4ccccc4F)CC3)c2)cc1 | -68%[inhibitor] | 2% | 2%
Cc1ccc(Cl)cc1NC(=O)Cn1c(=O)n(Cc2ccccc2)c(=O)c2oc3ccccc3c21 | i | 10% | 3%
COc1ccc(C2=NN(CC(=O)NCCc3ccc(OC)c(OC)c3)C(=O)CC2)cc1 | -9% | 19% | 7%
Cc1c(C(=O)NCc2ccccc2Br)oc2c1-c1[nH]ncc1CC2 | -10% | 17% | 3%
COc1ccc(C(=O)Nc2cccc(-c3cn4ccsc4n3)c2)cc1OC | -9% | -24% | -19%
Cc1cccc(C)c1Nc1c(-c2ccsc2)nc2ccccn12 | -19% | ? | 1%
Cc1ccc(O)c(NC(=O)CCS(=O)(=O)c2nc(-c3ccc4c(c3)OCO4)cc(C(F)(F)F)n2)c1 | -38%[inhibitor] | -5% | -2%
COc1ccccc1NC(=O)CSc1nnc(-c2ccccc2C)o1 | -1% | -13% | -3%
O=C(Nc1ccc(C(F)(F)F)cc1)C(Cc1ccccc1)n1cccc1 (centres undefined) | -79%[inhibitor] | ? | -28%
CCCC(=O)Nc1nnc(S(=O)(=O)N(C)Cc2ccc(Cl)cc2)s1 | i | 8% | 3%
Cc1ccc2c(c1)C(C)(c1ccccc1)CC(C)(C)N2C(=O)c1ccc(F)cc1 (centres undefined) | -41%[inhibitor] | 11% | -1%
Cc1ccccc1-c1nc2scc(CCNC(=O)c3ccco3)n2n1 | 24% | -8% | -1%

3 of the entries above in order of their number in GLP-1R inv ag, ascending:
compound	PTHR1 ag	GLP-1R inv ag
CCOC(=O)c1c(C)[nH]c(CCC(=O)Nc2cc(C)cc(C)c2)c1C	-6%	-17%
O=C(COc1ccccc1)Nc1ccc(C(=O)OCc2cc(=O)n3nc(C4CC4)sc3n2)cc1	-13%	7%
CCOc1cc(CNC(=O)c2cc(-c3ccc(Cl)s3)nc3ccccc23)ccc1OC	21%	12%

An excerpt, so the mix of outcomes need not match the whole.
